Screening data: PubChem, National Center for Advancing Translational Sciences (NCATS)
S3 lipid droplet: qHTS Assay for Lipid Storage Modulators in Drosophila S3 Cells | Drosophila S3 cells, BODIPY lipid droplet fluorescence, 18-24 h; cells fed with added oleic acid | AID 2685, 2010 | actives 0.64% (n = 320,000) | lipid storage change, negative = inhibition, % at the top dose, mostly 46.1 µM; hits show Potency in µM; active = well fitted inhibition curve with a large enough effect in the signal ratio, with a control signal flat, not every such curve was filed as active; inconclusive = small, poorly fitted or top-dose-only effect, or effect the other way, or a change in a side signal; the % refers to the signal ratio
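Drosophila S3 cells got compounds at several concentrations plus oleic acid (400 uM solution). Laser-scanning cytometry with 488 nm excitation read lipid droplets at 500-530 nm and cells at 575-640 nm. Percent activity was relative to 20 uM Triacsin C.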
S3 lipid droplet cell count max: further read-out of S3 lipid droplet, marked with its call; cell number change, %; measured here: cell count max response;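 cells counted by Cell Tracker Red CMTPX staining in the red channel; peak over a dose series mostly up to 46.1 µM; percent activity relative to internal control wells on each plate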
An asterisk follows results filed as active. % is scaled to controls: 0 for no effect and ±100 for the full control effect; potency is read from the fitted curve at half-maximal effect. The list is partial; the hit share may differ from the screen's.

CN(C)c1ccc(-c2nc3cnccn3c2Nc2ccc3c(c2)OCCO3)cc1 was read as S3 lipid droplet inconclusive.
For O=C(Nc1ccc(S(=O)(=O)N2CCOCC2)cc1)c1ccccc1F the results were S3 lipid droplet inconclusive.
Screening CCOC(=O)c1ccc(OS(=O)(=O)c2ccccc2)c(OC)c1 returned S3 lipid droplet inconclusive.
Cc1csc(SCC(=O)c2c(N)n(CC(C)C)c(=O)n(C)c2=O)n1 was read as S3 lipid droplet inconclusive.
O=Cc1ccc(-n2cccn2)cc1 was read as S3 lipid droplet inconclusive.
For Cc1nnc(SCC(=O)Nc2ccc3c(c2)OCO3)[nH]c1=O the results were S3 lipid droplet -9.4% and S3 lipid droplet cell count max 13.0.
Screening Cc1ccc(C(=O)/C=C\Nc2ccc(C)c(C)c2)cc1 returned S3 lipid droplet inconclusive.
CC1CCC(NC(=O)c2cc(S(=O)(=O)N3CCCCC3)c[nH]2)CC1 (stereo not given) was read as S3 lipid droplet inconclusive.
`Cc1ccc(NC(=O)CC(C)CC2=NS(=O)(=O)c3ccccc3N2)cc1` (stereo not given) gave S3 lipid droplet inactive and S3 lipid droplet cell count max 4.8.
`Cc1cc(C(=O)Nc2ccccc2N2CCOCC2)c2ccccc2n1` gave S3 lipid droplet 2.4% and S3 lipid droplet cell count max 9.1.

Ordered by SMILES length (low to high): some entries from above.
O=Cc1ccc(-n2cccn2)cc1 was read as S3 lipid droplet inconclusive.
`Cc1cc(C(=O)Nc2ccccc2N2CCOCC2)c2ccccc2n1` gave S3 lipid droplet 2.4% and S3 lipid droplet cell count max 9.1.
Cc1csc(SCC(=O)c2c(N)n(CC(C)C)c(=O)n(C)c2=O)n1 was read as S3 lipid droplet inconclusive.

More compounds
O=C(NCCCN1CCCC1=O)C1CCN(S(=O)(=O)c2ccccc2)CC1 was read as S3 lipid droplet inconclusive.
Screening CCCS(=O)(=O)c1c(S(=O)(=O)CCC)c2ccc(C(C)=O)cn2c1C(=O)OC returned S3 lipid droplet inconclusive.
Screening CCCCN(C(=O)Cn1nnc2ccccc21)C(C(=O)NCc1ccco1)c1ccncc1 (stereo not given) returned S3 lipid droplet 15.5% and S3 lipid droplet cell count max 8.6.
Cc1c(Cc2ccccc2)c(=O)oc2c(C)c(OC(C)C(=O)NCC3CCC(C(=O)O)CC3)ccc12 (stereo not given) was read as S3 lipid droplet inconclusive.
Screening Cc1ccc2nc(-c3cccnc3)oc2c1 returned S3 lipid droplet 26.6% and S3 lipid droplet cell count max -13.1.
For Cc1ccc(C(=O)O)cc1N1C(=O)c2cccc3cc(Br)cc(c23)C1=O the results were S3 lipid droplet inconclusive.
`Cc1csc(-c2coc3cc(O)cc(C)c3c2=O)n1` gave S3 lipid droplet -0.8% and S3 lipid droplet cell count max -21.9.
`CSc1ccc(CN2CCN(C(C)C)C(CCO)C2)cc1` (stereo not given) gave S3 lipid droplet 4.9% and S3 lipid droplet cell count max 2.8.
For CCCC(=O)Nc1cc(OC)c(NC(=O)NC2CCCCC2)cc1OC the results were S3 lipid droplet inconclusive.
`COc1ccc2nc(NC(=O)CSc3nc(SC)ns3)sc2c1` gave S3 lipid droplet inconclusive.
Screening CN(C(=O)CSc1nncn1-c1ccccc1)c1ccccc1 returned S3 lipid droplet inconclusive.
Screening COc1ccc(C(=O)NCC(=O)N2CCC(C)CC2)cc1OC returned S3 lipid droplet inconclusive.
Screening Cc1ccc(NS(=O)(=O)Cc2ccccc2)nc1 returned S3 lipid droplet -3.1% and S3 lipid droplet cell count max 4.1.
Screening N/C(=N\OC(=O)COc1ccc(Br)cc1Cl)c1ccccn1 returned S3 lipid droplet inconclusive.
`CCOC(=O)N1CCN(S(=O)(=O)c2ccc3[nH]cc(C(=O)O)c(=O)c3c2)CC1` gave S3 lipid droplet -11.7% and S3 lipid droplet cell count max -2.9.
For CCOC(=O)N1CCN(C(=O)CSc2ccc(C(F)(F)F)cc2[N+](=O)[O-])CC1 the results were S3 lipid droplet 5.2% and S3 lipid droplet cell count max 23.3.
Cc1cc(C)n2nc(C)c(-c3ccc(Cl)cc3)c2n1 was read as S3 lipid droplet -7.8% and S3 lipid droplet cell count max 2.6.
Screening CCCOc1ccccc1/C=N/NC(=O)C1CC1 returned S3 lipid droplet inconclusive.
COc1ccc2c(C)cc(N3CCN(Cc4ccccc4)CC3)nc2c1 was read as S3 lipid droplet inconclusive.
`COc1cc(C(=O)N/N=C(\Cc2ncc[nH]2)c2ccccc2)cc(OC)c1OC` gave S3 lipid droplet inconclusive.
Screening CN1CCN(C(=O)N2c3ccccc3CCc3ccccc32)CC1 returned S3 lipid droplet inactive and S3 lipid droplet cell count max 10.7.
Cc1ccc(NC(=S)NNC(=O)Cn2nc(C(F)F)cc2C(F)F)cc1 was read as S3 lipid droplet inconclusive.
Screening Cc1nn(-c2ccccc2)c(C)c1/C=N/N1CCN(c2ccccn2)CC1 returned S3 lipid droplet inconclusive.
`CCOc1ccc(NC(=O)CCN2CCN(S(=O)(=O)c3ccc(Cl)cc3)CC2)cc1` gave S3 lipid droplet inconclusive.
Screening Cc1cc(Br)ccc1SCC(=O)OCC(=O)NCc1ccco1 returned S3 lipid droplet inconclusive.
`O=S(=O)(c1ccccc1)N1CCN(c2nnc(-c3ccccc3)c3ccccc23)CC1` gave S3 lipid droplet 8.2% and S3 lipid droplet cell count max 9.3.
O=C(O)c1ccc(NS(=O)(=O)c2cccc3nsnc23)cc1 was read as S3 lipid droplet inconclusive.
`Cc1cc(C(=O)CN2CCCC(C)C2)c(C)n1-c1ccc(F)cc1` (stereo not given) gave S3 lipid droplet 1.8% and S3 lipid droplet cell count max -12.4.
`COC(=O)CN(Cc1ccccc1)S(=O)(=O)c1ccc(OC)c(OC)c1` gave S3 lipid droplet -10.2% and S3 lipid droplet cell count max -4.7.
For Cc1ccc(S(=O)(=O)N=S(CC2CC2(Cl)Cl)CC2CC2(Cl)Cl)cc1 (stereo not given) the results were S3 lipid droplet inconclusive.

2 compounds picked at random from those above, as already listed:
`COC(=O)CN(Cc1ccccc1)S(=O)(=O)c1ccc(OC)c(OC)c1` gave S3 lipid droplet -10.2% and S3 lipid droplet cell count max -4.7.
For Cc1ccc(C(=O)O)cc1N1C(=O)c2cccc3cc(Br)cc(c23)C1=O the results were S3 lipid droplet inconclusive.

(continued)
COc1cc2c(cc1OC)C(c1cccs1)N(C(=O)c1cccnc1)CC2 (stereo not given) was read as S3 lipid droplet inconclusive.
NS(=O)(=O)c1ccc(NS(=O)(=O)c2cccs2)cc1 was read as S3 lipid droplet inconclusive.
`Cc1ccc2[nH]c3c(c2c1)CN(C(=O)CN1CC(C)OC(C)C1)CC3` (stereo not given) gave S3 lipid droplet inconclusive.
Screening O=C(NCCc1ccccc1)c1ccc(S(=O)(=O)N2CCCC2)cc1 returned S3 lipid droplet inconclusive.
O=c1cc(-c2ccccc2)nc(SCc2ccc(Cl)cc2)[nH]1 was read as S3 lipid droplet inconclusive.
Screening COc1ccc(/C=N/n2cnnc2)cc1Br returned S3 lipid droplet 6.0%.
`O=C(NC1CCCCC1)C1CCCN1S(=O)(=O)c1cccc2nsnc12` (stereo not given) gave S3 lipid droplet 8.9% and S3 lipid droplet cell count max -5.4.
Screening O=C1NCCN/C1=C\C(=O)c1cccc(Br)c1 returned S3 lipid droplet 1.0% and S3 lipid droplet cell count max 14.1.
Screening Cc1cc(=O)n2nc(N3CCCC(C(=O)NCc4ccccc4Cl)C3)sc2n1 (stereo not given) returned S3 lipid droplet inconclusive.
CC(C)c1cc(C(=O)Nc2cccc(C(F)(F)F)c2)no1 was read as S3 lipid droplet inactive.
Screening O=C(Cn1nnc2ccccc2c1=O)Nc1cccc(S(=O)(=O)N2CCOCC2)c1 returned S3 lipid droplet inconclusive.
Screening COc1ccc(Cl)cc1NC(=O)CSc1nc(-c2ccccc2)cc(=O)[nH]1 returned S3 lipid droplet 24.2% and S3 lipid droplet cell count max 11.9.
For O=C(CN1C(=O)NC2(CCc3ccccc32)C1=O)c1ccccc1 (stereo not given) the results were S3 lipid droplet inactive and S3 lipid droplet cell count max 29.9.
FC(F)(F)c1cccc(N2CCN(c3ccc4nnc(-c5ccccc5)n4n3)CC2)c1 was read as S3 lipid droplet inconclusive.
Screening O=C(COC(=O)c1cccnc1)c1ccc(Cl)cc1 returned S3 lipid droplet 15.6% and S3 lipid droplet cell count max -2.0.
For COc1cc2cc(CN(CCCO)S(=O)(=O)c3ccccc3Cl)c(=O)[nH]c2cc1OC the results were S3 lipid droplet -3.4% and S3 lipid droplet cell count max -2.9.
`CCCCN1C(=O)C(=O)N(c2ccccc2)C1=S` gave S3 lipid droplet 15.6% and S3 lipid droplet cell count max 2.3.
`Brc1ccc(C2CC(c3ccccc3)=Nc3ccccc3N2)cc1` (stereo not given) gave S3 lipid droplet inconclusive.
For COc1ccc(C(=O)OCC(=O)Nc2ncc([N+](=O)[O-])s2)cc1OC the results were S3 lipid droplet 17.3% and S3 lipid droplet cell count max -16.2.
`Cc1cccc(NC(=O)c2cc(NC(=O)c3ccccc3)ccc2N2CCCCC2)c1` gave S3 lipid droplet inconclusive.
`CSCCC(NC(=O)c1ccccc1Cl)C(=O)NC1CCN(Cc2ccccc2)CC1` (stereo not given) gave S3 lipid droplet 7.6% and S3 lipid droplet cell count max -10.9.
O=[N+]([O-])c1ccccc1OCCCN1CCOCC1 was read as S3 lipid droplet 8.8% and S3 lipid droplet cell count max -13.8.
`CCOc1cc(/C=N/Nc2nncc(-c3ccccc3)n2)ccc1O` gave S3 lipid droplet inconclusive.
`C/C(=N\NC(=O)C(C)Oc1ccc([N+](=O)[O-])cc1)c1ccccn1` (stereo not given) gave S3 lipid droplet -21.5% and S3 lipid droplet cell count max 11.1.
Screening COc1cccc(CNS(=O)(=O)c2ccc3c(c2)N(C)CCO3)c1 returned S3 lipid droplet -5.6% and S3 lipid droplet cell count max -14.2.
For COc1ccc(N2CCN(C(=O)c3cccc(S(=O)(=O)N4CCOCC4)c3)CC2)cc1 the results were S3 lipid droplet inconclusive.
Screening COc1ccc(CCC(=O)NCCS(=O)(=O)N2CCN(c3ccc(F)cc3)CC2)cc1 returned S3 lipid droplet inconclusive.
Screening COC(=O)c1ccc(N2CCS(=O)(=O)CC2)cc1 returned S3 lipid droplet inconclusive.
`Cc1cc(NC(=O)CSCC(=O)N(c2ccc(F)cc2)C(C(=O)NC2CCCCC2)c2ccc(O)c(O)c2)no1` (stereo not given) gave S3 lipid droplet 16.5% and S3 lipid droplet cell count max 9.5.
Screening CCOC(=O)c1ccccc1N1C(=O)CSC1=S returned S3 lipid droplet inconclusive.

Overlap with the part before: 3 compounds; new compounds follow.
Screening COC(=O)c1ccc(N2CCS(=O)(=O)CC2)cc1 returned S3 lipid droplet inconclusive.
`Cc1cc(NC(=O)CSCC(=O)N(c2ccc(F)cc2)C(C(=O)NC2CCCCC2)c2ccc(O)c(O)c2)no1` (stereo not given) gave S3 lipid droplet 16.5% and S3 lipid droplet cell count max 9.5.
Screening CCOC(=O)c1ccccc1N1C(=O)CSC1=S returned S3 lipid droplet inconclusive.
For Cc1ccc(NC(=O)CN2CCN(Cc3ccccc3)CC2)cc1F the results were S3 lipid droplet inconclusive.
`Cc1nc(-c2cccc(Br)c2)ccc1C(=O)O` gave S3 lipid droplet inconclusive.
Screening COc1ccc(C(=O)Cc2cnn(-c3ccccc3)c2)c(O)c1 returned S3 lipid droplet inconclusive.
Screening COc1cc(/C=N/NC(=O)c2ccc(COc3cc(C)ccc3C(C)C)cc2)cc(OC)c1O returned S3 lipid droplet inconclusive.
O=C(NCCc1ccccc1)c1ccc(=O)oc1 was read as S3 lipid droplet inactive and S3 lipid droplet cell count max 14.2.
For Cc1[nH][nH]c(=O)c1C(c1c(C)[nH][nH]c1=O)c1cn(Cc2ccc(F)cc2)c2ccccc12 the results were S3 lipid droplet inconclusive.
`Cc1ccc(C(=O)Oc2coc(CSc3nnc(NC(=O)C4CC4)s3)cc2=O)cc1C` gave S3 lipid droplet 5.5% and S3 lipid droplet cell count max 1.6.
Screening O=c1ccnc(SCCC(F)=C(F)F)[nH]1 returned S3 lipid droplet inconclusive.
O=C(NNC(=O)c1cc2ccccc2cc1O)Nc1ccc(Br)cc1 was read as S3 lipid droplet inconclusive.
Screening Fc1cc2nc(-c3ccncc3)[nH]c2cc1F returned S3 lipid droplet inconclusive.
Screening CC(=O)Nc1ccc(/C(C)=N/NC(=O)c2ccc(F)cc2)cc1 returned S3 lipid droplet 23.0% and S3 lipid droplet cell count max -0.6.
For O=C(COC(=O)c1cnc(Cl)c(Cl)c1)NC1CCCCCC1 the results were S3 lipid droplet inconclusive.
Screening Cc1cc2cc(CNC(=O)c3ccco3)ccc2n1C returned S3 lipid droplet inconclusive.
Screening Cc1cnc(NC(=O)c2c(Cl)cnn2C)s1 returned S3 lipid droplet inconclusive.
For COc1ccc(CNC(=O)C/C(C)=N/NC(=O)Cc2ccc(OC)cc2)cc1 the results were S3 lipid droplet inconclusive.
Screening CCCCC(=O)Nc1ccc2c(c1)nc(CN1CCN(C(=O)OCC)CC1)n2C returned S3 lipid droplet 22.4%.
Screening CC1=C/C(=N\NC(=S)Nc2cccnc2)CC(C)(C)C1 returned S3 lipid droplet inconclusive.
`Cn1c(CSCc2ccc(F)cc2)nnc1SCC(=O)Nc1nccs1` gave S3 lipid droplet inconclusive.
Cc1cccc(C)c1NC1=NCCCCC1 was read as S3 lipid droplet inconclusive.
Screening CSCC(=O)N1CCCC(N2CCN(c3ccc(F)cc3)CC2)C1 (stereo not given) returned S3 lipid droplet inactive and S3 lipid droplet cell count max -4.5.
For O=C(CN1CCCC1)NN=C(c1ccccc1)c1ccccc1 the results were S3 lipid droplet 0.5% and S3 lipid droplet cell count max 7.9.
